Bioassay records as filed in PubChem BioAssay.
Myeloid diff MLP = promotes myeloid progenitor differentiation; ER-HoxA9 myeloid progenitors, lysozyme-GFP differentiation, flow cytometry; calls only at 10 µM; 360,000 compounds, 1% hits;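 active = normalized GFP-positive differentiation at or above the plate's own cutoff, the solvent-only control mean plus 3 SD; inconclusive = no clear call, values can overlap the other calls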;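 also: cells exposed to compound for four days before flow analysis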
Insulin prom up = MIN6 insulin promoter up-regulation. z-score at 5 µM. 190,000 compounds, 0.3% hits. MIN6 insulin promoter-GFP reporter, high-content imaging; active compounds read high;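 active = z-score above 3 at 5 µM with at least 500 cells counted in the well; inconclusive = wells under 500 cells, flagged as cytotoxic or low count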
MT stabilizer = microtubule stabilization, imaging screen; HeLa tubulin immunostaining HCS, 24 h; share of cells brighter than vehicle mean+2SD; % tubulin-high responders, % at 10 µM; 200,000 compounds, 0.83% hits; AID 2205;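 active = plate Z-score above 3 for both tubulin-high and condensed-nucleus cell shares, with cell loss under 80%, at 10 µM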;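 also: anti alpha tubulin signal scored within the nucleus-defined area of each cell; some results filed as inactive read as strong as hits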
TNAP activators = stimulation of alkaline phosphatase TNAP activity – biochemical, luminescent, no phosphate acceptor, uHTS, primary screen (AID 1001); purified TNAP, luminescent activation assay, no phosphate acceptor; higher activation fold means a stronger effect; activation fold at 20 µM, or EC50 in µM where a hit was titrated; 200,000 compounds, 0.03% hits; in the data active = activation fold from about 3, or a potency from the dose series; inactive = the rest, 99 in 100 with activation fold below about 1.6; also: many of its hits are not listed in these tables
Hep lipid drop = modulators of hepatic lipid droplet formation; AML12 mouse hepatocytes, oleate lipid droplets, BODIPY imaging; inhibition, % at 6.5 µM; 240,000 compounds, 0.4% hits;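 active = lipid droplet intensity inhibited by at least 50%, with more than 500 cells counted; inconclusive = wells with under 300 cells, treated as cytotoxic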
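Material: mouse AML12 hepatocyte cell line, fixed after treatment; Timing: compound with oleate, overnight; Technique: high-content imaging of BODIPY-stained droplets and DAPI nuclei; Probe or stimulus: oleate, 100 µM final; Dosing: compound at 6.5 µM only.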
bCat nuc transl = modulators of beta-catenin nuclear translocation; HeLa beta-catenin nuclear translocation, immunofluorescence imaging; nuclear translocation activity, % at 5 µM; 190,000 compounds, 0.3% hits;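 active = nuclear translocation activity above 50% at 5 µM, with a well cell count of 50 or more; inconclusive = wells under 50 cells across six images, flagged as toxic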;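 also: per-cell ratio of nuclear to cytoplasmic median beta-catenin stain intensity; plate controls were DMSO negative control for no effect and GSK-3 inhibitor IX positive control for full effect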
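Test system: human HeLa cells, endogenous beta-catenin. Times: 24 h compound exposure, 37°C. Measured by: beta-catenin immunofluorescence imaging with DAPI.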
Dynein cargo inh = dynein cargo transport inhibition. 3617.4 mouse cells, GR-EGFP nuclear translocation imaging; test concentration mostly 20 µM; stimulated with dexamethasone, 1 µM; active compounds read low. z-score, hits read low. 220,000 compounds, 0.47% hits. AID 1381;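 active = plate z-score of nuclear minus cytoplasmic receptor signal below a set negative limit, without overly bright fluorescence or cell loss, cut at about -3.5 in these data, passing the limit was not always enough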;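 also: z-score of nuclear minus cytoplasmic ring GR-EGFP intensity difference per well; some compounds called inactive have numbers as strong as hits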
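Buffer or medium: tet-free, stripped-serum medium; Also added: dexamethasone, 1.0 µM final; Technique: high-content fluorescence imaging after fixation; Times: 48 h induction, 1 h compound, 30 min dex at 37 °C; Read-out: per-cell GR-EGFP intensity, nucleus versus surrounding cytoplasmic ring, well-averaged.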
T cell modulator = T cell immune modulation candidate | 330,000 compounds, 0.068% hits | calls only at 7 µM | 2C CD8+ T cell-vesicle binding, flow cytometry; active compounds read low;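 active = response, share of CD8 T cells binding vesicles, and their 90th percentile fluorescence all below set limits, cut at about 80% in these data, passing the limit was not always enough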
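material = purified 2C TCR transgenic mouse naive CD8+ T cells | controls = Unloaded micro-vesicles (low), QL9 vesicles with 0.7% DMSO (high) | detection = cytometric PE anti-B7-1 and Alexa647 anti-CD8 signals after 1% paraformaldehyde fixation | incubation = binding step 1.5 h, 37 °C, antibody labelling 20 min, ice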
human PMI inhibition = inhibitors of human PMI, primary screen, biochemical, fluorescence intensity, coupled assay (AID 1209); purified PMI enzyme, coupled fluorescence intensity; higher % means a stronger effect; inhibition, % at 20 µM; hits with a dose series show IC50 in µM; 190,000 compounds, 0.42% hits; in the data active = inhibition above about 50%;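 also: plate controls were DMSO vehicle for no effect and wells lacking substrate for full effect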
Dynein cargo inh cytoplasmic EGFP = recorded beside Dynein cargo inh, whose call it bears; z-score; measured here: cytoplasmic GR-EGFP intensity; active compounds read high
Dynein cargo inh nuclear GR-EGFP = also measured in Dynein cargo inh; calls as there; z-score; measured here: nuclear GR-EGFP intensity;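 lower value marks the stronger effect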
Dynein cargo inh cell count = also measured in Dynein cargo inh; calls as there; z-score; measured here: cell count per field
Insulin prom up cell count = further read-out of Insulin prom up, marked with its call; cell count; measured here: cytotoxicity, nuclei count;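 total cells summed across four imaged fields per well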
Hep lipid drop cells 6.5 µM = recorded beside Hep lipid drop, whose call it bears; cell count; measured here: cell count, cytotoxicity flag;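 cells counted across two imaged fields per well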
bCat nuc transl cell count 5 µM = further read-out of bCat nuc transl, marked with its call; cell count; measured here: cell count, cytotoxicity flag
T cell modulator vesicle-bound % = second read-out of T cell modulator, no call of its own (marks repeat the call); double positive events, %; measured here: CD8+ vesicle-bound cell fraction;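 binding gate set so that unloaded-vesicle control wells show 10% double positive cells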
MT stabilizer Hoechst-high % = second read-out of MT stabilizer, no call of its own (marks repeat the call); % Hoechst-high responders; measured here: nuclear condensation Hoechst responders;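 share of cells brighter than vehicle mean plus two SD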
MT stabilizer cytotoxicity % = recorded beside MT stabilizer, whose call it bears; toxicity, %; measured here: cytotoxicity by cell density;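 0% = mean cell density of plate MIN control wells and 100% = no cells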
Myeloid diff MLP GFP+ MAC1+ % = second read-out of Myeloid diff MLP, no call of its own (marks repeat the call); GFP+ MAC1+ double positive, %; measured here: differentiation confirmed by MAC1 staining
Active calls of the source: *; i = inactive; ? = inconclusive; · = not tested or not shown.

SMILES	Myeloid diff MLP	Myeloid diff MLP GFP+ MAC1+ %	Insulin prom up	Insulin prom up cell count	MT stabilizer	MT stabilizer Hoechst-high %	MT stabilizer cytotoxicity %	TNAP activators	Hep lipid drop	Hep lipid drop cells 6.5 µM	bCat nuc transl	bCat nuc transl cell count 5 µM	Dynein cargo inh	Dynein cargo inh cytoplasmic EGFP	Dynein cargo inh nuclear GR-EGFP	Dynein cargo inh cell count	T cell modulator	T cell modulator vesicle-bound %	human PMI inhibition
CC/C(=N\NC(=O)Nc1ccccc1)c1c(O)n(Cc2ccccc2)c(=O)[nH]c1=O	i	0.7	0.17	1042	·	·	·	·	11.5	682	0.0	1315	-0.0137	-0.247	0.406	0.299	i	47.3	·
CC1(C)CC(CCNCc2ccc3c(c2)OCO3)(Cc2ccccc2)CCO1 (configuration not stated)	i	0.0	·	·	·	·	·	1	-2.1	639	-0.8	1505	-0.215	-0.258	0.198	0.598	i	46.0	·
CCOC(=O)c1c(/N=C/C2C(=O)NC(=S)NC2=O)sc2c1CCC2	i	0.1	0	1180	1.4	2.8	9.0	1.2	0.7	695	-5.9	1130	-0.305	0.428	-0.181	0.453	i	56.6	-57.0%
O=c1[nH]c(=O)n(Cc2ccc(F)cc2)c(O)c1C=NCCCn1ccnc1	i	0.5	·	·	1.2	0.9	4.8	1	9.9	760	·	·	-0.379	0.269	0.182	0.292	i	41.8	-11.1%
CC(C)c1ccc(N=Cc2c(O)n(C3CC3)c(=S)[nH]c2=O)cc1	i	0.8	·	·	·	·	·	·	32.8	714	-1.0	1334	0.0227	-0.173	0.687	-0.777	i	37.6	·
C[C@]12CC(=CO)C(=O)C[C@@H]1CC[C@@H]1[C@@H]2CC[C@@]2(C)[C@H]1CC[C@]2(C)O	·	·	0.17	1380	·	·	·	1.1	5.7	677	0.4	1100	·	·	·	·	·	·	-18.4%
CCC(=NCc1cc(OC)cc(OC)c1)c1c(O)n(C)c(=O)n(C)c1=O	i	1.0	0.12	903	3.3	3.0	6.0	1.1	-0.3	739	-3.6	1081	-0.667	-0.155	-0.516	0.283	i	18.2	5.3%
Cn1c(O)c(C(=NCCc2c[nH]c3ccccc23)c2ccccc2)c(=O)n(C)c1=O	i	0.7	-0.7	1343	1.7	1.5	7.0	1.1	-0.1	666	0.1	1532	-0.0627	-0.283	-0.0296	0.721	i	24.6	-3.7%
CC(C)n1cc(C(=O)N(CC(=O)NC2CCCC2)Cc2ccccc2)cn1	i	2.5	0.53	1347	1.8	1.7	9.3	1.1	·	·	1.8	1160	3.5	-0.139	1.67	-1.94	i	29.3	4.9%
c1ccc2oc(N3CCNCC3)nc2c1	i	0.7	1.56	992	5.6	2.6	7.5	1.1	·	·	-0.3	1194	0.98	-0.175	0.669	-0.801	i	51.2	8.8%
O=C(Cc1ccccc1)OCn1nnc2ccccc2c1=O	i	6.4	0.17	1301	2.9	2.0	3.8	1.1	-17.0	765	-1.7	1144	-0.0668	-0.214	0.338	0.789	i	27.5	-2.7%
COc1ccc(-c2[nH]ncc2CNC(C)Cc2cccc(C)n2)cc1F (configuration not stated)	i	0.2	1.56	1503	4.4	1.7	2.9	0.9	-11.0	739	1.1	1032	-0.307	-0.234	-0.19	0.886	i	61.1	1.7%
CCOC(=O)c1c(/N=C/C2C(=O)NC(=S)NC2=O)sc(C)c1C	·	·	0.49	1617	2.5	1.7	2.9	1.1	13.0	658	-1.0	1087	-1.5	0.414	-0.789	1.07	i	42.0	8.3%
C[N+](C)(C)CCc1ccc(O)cc1	i	2.4	0.59	1414	1.3	0.7	6.6	1.1	-1.4	730	-0.9	1070	1.1	-0.304	0.809	0.13	i	23.2	13.1%
Nc1c(C(=O)NCCN2CCOCC2)c2nc3ccccc3nc2n1Cc1ccccc1	i	0.5	1	976	·	·	·	·	-19.5	561	0.9	1299	-0.522	-0.232	-0.226	0.237	i	24.9	·
C/C(CC(c1ccccc1)c1c(O)c2ccccc2oc1=O)=N\Nc1ccc([N+](=O)[O-])cc1[N+](=O)[O-] (configuration not stated)	i	0.2	-0.58	1043	·	·	·	·	-1.4	703	-0.1	1209	0.127	-0.202	0.593	-0.374	i	26.0	·
C=CCn1c(O)c(C(CC)=NCCCO)c(=O)[nH]c1=O	i	1.8	0.1	1097	2.9	1.6	8.8	1.1	·	·	-3.5	961	0.033	-0.554	-0.322	0.894	i	6.5	-2.8%
CC(C)NC(C)C(=O)c1ccc2ccccc2c1 (configuration not stated)	i	0.3	-0.47	1398	3.2	2.3	4.5	1.1	-14.9	627	3.3	945	-0.738	-0.114	0.0153	0.231	i	65.4	-3.3%
CC(=O)N1CCC2(CC1)CC(=O)c1cc(OCC(=O)N3CCN(C)CC3)ccc1O2	i	2.8	-0.72	1582	2.2	1.2	2.6	1.1	·	·	-1.2	1425	-0.341	2.33	0.104	0.265	i	48.4	-5.5%
COc1ccc(-n2c(/C=C3\C(=O)Nc4ccccc43)nc3ccccc3c2=O)cc1	i	0.0	0.32	1165	2.2	1.8	1.1	1	-10.9	722	-1.7	1129	1.04	-0.256	0.562	-0.919	i	19.9	0.8%
CC(=O)N1CCCSC1=Nc1ccccc1	i	0.9	-0.21	1331	5.7	1.0	9.6	1	0.1	674	0.2	1006	0.129	-0.351	0.0214	-0.158	i	22.2	13.1%
O=c1c2ccccc2nc(-c2ccccc2)n1-c1ccc(O)cc1	i	0.1	-0.14	1317	3.7	2.3	2.7	1	-28.3	724	1.4	1511	-0.395	-0.28	-0.0446	0.983	i	40.5	-7.4%
O=C(Nc1cccnc1)c1c(O)c2c(n(Cc3ccccc3)c1=O)CCCC2	i	0.9	-1.35	1227	6.6	2.5	4.6	1.1	·	·	2.1	1144	-0.419	-0.129	-0.207	0.0466	i	5.9	2.6%
Cc1ncc(CN2CCCC(C(=O)c3cccc(OC(C)C)c3)C2)s1 (configuration not stated)	i	0.3	·	·	2.6	2.5	7.3	1.1	-25.2	640	0.2	987	-0.842	-0.259	-0.506	0.418	i	54.4	1.2%
Cc1nn(Cc2ccccc2Cl)c(Cl)c1C(=O)OCC(=O)NC(=O)NC1CCCCC1	i	1.3	0.31	1304	2.2	1.5	9.0	1	3.5	753	-3.0	507	0.272	-0.247	0.257	-0.271	i	46.7	20.5%
Cc1cccnc1-n1c(CN2C(=O)c3ccccc3C2=O)nc2ccccc2c1=O	i	0.4	-1.28	1286	2.8	3.1	8.4	1.1	-2.5	762	-2.7	1177	0.139	-0.217	-0.284	-0.585	i	11.1	4.1%
O=C(c1cc(C(=O)NCc2ccccc2)c(=O)n(Cc2ccccc2)c1)c1cc(Br)ccc1O	i	0.2	·	·	1.9	4.6	10.2	1	-29.5	443	1.3	890	0.0759	-0.264	0.109	-0.365	i	6.2	8.3%
CC(C)=CCc1c(O)cc2c(c1O)C(=O)CC(c1ccc(O)cc1)O2 (configuration not stated)	i	2.4	0.9	728	·	·	·	·	-13.6	653	1.8	1056	-0.283	-0.615	0.265	-0.373	i	37.1	·
CC[N+]12CCC(CC1)C(=C(c1ccccc1)c1ccccc1)C2	i	1.0	0.2	1399	5.1	2.4	3.7	2.2	-9.1	632	-2.5	1051	-0.222	-0.143	0.0334	-0.643	i	54.3	1.8%
O=c1c2ccccc2nc(/C=C\c2ccccc2[N+](=O)[O-])n1-c1ccccc1O	i	0.5	-0.48	1196	·	·	·	·	4.6	725	2.5	1282	-2.04	-0.103	-0.922	0.748	i	31.3	·
COc1cccc(OC)c1C1=NCC(=O)Nc2c1oc1ccc(Br)cc21	i	2.1	-0.39	1497	13.5*	40.8*	48.8*	1	?	·	1.1	1123	-1.3	-0.151	-0.583	0.29	i	45.5	19.6%
CC(C)Cc1nc(N2CCNCC2)c(C#N)c2c1CCC2	i	0.3	0.11	1262	·	·	·	·	5.3	716	-1.6	968	1.48	-0.259	0.7	-0.0236	i	52.6	·
CC1CCC/C=C/C2CC(O)CC2C(O)/C=C/C(=O)O1 (configuration not stated)	·	·	?	·	34.9	0.2	27.8	1.1	109.7*	361*	·	·	0.33	-0.0386	0.508	0.109	i	30.0	1.4%
CCCCn1nc(C)c(C(=O)O)c1Cl	i	0.4	-0.2	1010	·	·	·	·	0.1	631	-0.9	1336	1.16	-0.675	0.853	-1.03	i	45.8	·
CN1CCN(S(=O)(=O)c2ccc(Cl)nc2)CC1	i	0.2	0.26	1582	2.2	3.6	6.6	1	31.6	680	0.7	1086	-0.564	-0.184	-0.275	0.0619	i	46.3	8.6%

The list is partial, so the mix of outcomes need not match the whole.
